Screening results deposited in PubChem by National Center for Advancing Translational Sciences (NCATS).
D2 antagonist: D2 dopamine receptor (human) antagonism; 340,000 tested, 2% active; AID 485344; inhibition, % at 10 µM; HEK293 TREx D2 cells, calcium flux, dopamine EC80; P14416; in the data active = inhibition above about 30%; note: 0% is about no effect
Target sequence (P14416 whole entry, looked up): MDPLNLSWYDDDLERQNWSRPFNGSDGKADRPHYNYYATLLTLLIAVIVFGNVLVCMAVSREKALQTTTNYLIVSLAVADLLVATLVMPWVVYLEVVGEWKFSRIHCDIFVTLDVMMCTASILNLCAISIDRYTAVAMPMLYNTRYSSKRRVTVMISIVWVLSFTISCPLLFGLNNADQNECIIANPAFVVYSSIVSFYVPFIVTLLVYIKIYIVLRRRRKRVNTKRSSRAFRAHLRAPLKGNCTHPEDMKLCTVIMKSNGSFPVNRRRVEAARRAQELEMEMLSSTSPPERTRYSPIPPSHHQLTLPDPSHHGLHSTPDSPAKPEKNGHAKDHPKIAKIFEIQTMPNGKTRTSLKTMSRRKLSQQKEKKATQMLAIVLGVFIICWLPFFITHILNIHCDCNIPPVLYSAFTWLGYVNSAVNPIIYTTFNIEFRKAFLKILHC
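Tetracycline-induced HEK293 TREx cells expressing D2 receptor forced-coupled to calcium signalling, loaded with no-wash calcium dye. Compounds added and calcium flux read 180 s, then dopamine added at EC80 and read a further 180 s.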
TRHR agonist: agonists of human TRH receptor | P34981 | TRHR cells, calcium flux fluo-8, FDSS agonist mode | activation, % at 2 µM | 360,000 tested, 0.18% active; note: 0% is about no effect
Target sequence (P34981 whole entry, looked up): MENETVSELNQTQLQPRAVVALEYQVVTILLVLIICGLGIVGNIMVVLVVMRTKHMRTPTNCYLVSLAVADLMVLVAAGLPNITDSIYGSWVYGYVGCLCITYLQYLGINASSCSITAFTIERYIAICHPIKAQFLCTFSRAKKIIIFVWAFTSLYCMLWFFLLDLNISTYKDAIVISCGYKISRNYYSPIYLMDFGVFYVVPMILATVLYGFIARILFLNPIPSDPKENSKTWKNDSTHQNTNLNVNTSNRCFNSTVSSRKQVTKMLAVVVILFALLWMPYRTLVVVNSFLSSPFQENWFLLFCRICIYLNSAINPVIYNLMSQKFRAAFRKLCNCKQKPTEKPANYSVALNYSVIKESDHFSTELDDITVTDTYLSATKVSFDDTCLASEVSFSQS
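TRHR-expressing cells, plated overnight in medium with 10% serum, were loaded with fluo-8 calcium dye at room temperature. After a 10 s baseline, library compound was pin-added and calcium release was recorded kinetically (ex 480/em 530) as agonist response.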
D1 antagonist: antagonists of human D1 dopamine receptor. P21728. HEK293 TREx D1 cells, calcium flux, dopamine EC80; hits give low values. activity change, negative = inhibition, % at 10 µM. 360,000 tested, 3.2% active; in the data active = activity change below about -30%; note: % is set by controls: 0 for no effect and ±100 for the full control effect
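Allosteric or orthosteric antagonism assessed as attenuation of the calcium response to EC80 dopamine, added 180 s after compound, in induced HEK293 Trex D1 cells loaded with no-wash calcium dye.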
RXFP1 antagonist: RXFP1 (human) relaxin receptor antagonism; HEK293-RXFP1, relaxin-stimulated cAMP HTRF, 30 min; hits give low values; Q9HBX9; activity change, negative = inhibition, % at 57.5 µM; AID 1259400; 350,000 tested, 0.59% active;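 active = activity change of -60% or lower, but not beyond a set lower limit; inconclusive = change between -60% and -40%, or beyond the set limit; inactive = change above -40%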; note: % is set by controls: 0 for no effect and ±100 for the full control effect
D1 ag: activates the human D1 dopamine receptor. P21728. HEK293 T-REx D1 cells, calcium flux, agonist mode. activation, % at 2 µM. 360,000 tested, 1% active; note: 0% is about no effect
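Tetracycline-induced HEK293 TREx D1 cells, force-coupled to calcium signalling, were dye-loaded with a no-wash calcium kit. Compound was pin-added after a 10 s baseline. Fluorescence was read kinetically at 1 cycle/s for 180 s, with calcium rises flagged as agonism.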
D2 agonist: activates the human D2 dopamine receptor. HEK293 T-REx D2 cells, calcium flux agonist mode. activation, % at 2 µM. 340,000 tested, 0.53% active;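 active = activation over 3 SD above normal in the single-dose calcium agonist read, cut at about 30% in these data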; note: 0% is about no effect
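Tetracycline-induced HEK293 Trex cells with D2 receptor force-coupled to calcium signaling, plated overnight at 30 C and loaded with no-wash calcium dye. Calcium flux read kinetically for 180 s after compound addition; responses flag agonists.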
TRHR PAM: allosterically enhances the human TRH receptor. P34981. TRHR cells, fluo-8 calcium fluorescence, EC20 TRH enhancement. enhancement, % at 2 µM. 360,000 tested, 0.66% active. AID 493056; in the data active = enhancement above about 30%; note: 0% is about no effect
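TRHR-expressing cells loaded with fluo-8 calcium dye were read kinetically (ex 480/em 530) during compound addition, then stimulated with an EC20 of TRH (10 nM final). Enhancement of the Gq-mediated intracellular calcium response was scored.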
D2 potentiator: D2 dopamine receptor (human) potentiation; HEK293 T-REx D2, calcium flux, EC20 dopamine potentiation; potentiation, % at 10 µM; 340,000 tested, 0.34% active; AID 485347;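 active = potentiation over 3 SD above the plate norm, cut at about 30% in these data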; note: 0% is about no effect
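Tetracycline-induced HEK293 T-REx cells force-coupled to calcium signalling expressed D2; compounds were pin-added after a 10 s baseline, read kinetically 180 s, then an EC20 dopamine challenge followed with a further 180 s calcium read.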
D1 PAM: human D1 dopamine receptor positive modulation. P21728. HEK293 TREx D1 cells, calcium flux, dopamine EC20 potentiation. potentiation, % at 10 µM. 360,000 tested, 0.036% active; in the data active = potentiation above about 30%; note: 0% is about no effect
Numbers without * were called inactive; u = inconclusive; x = not tested or not shown; & = joins results of further samples. Cut-off read from the data, not from the text of the source, unless noted: active = activation above about 30%; inactive = the rest. Not a hit list; about 7.1% have a hit in one of these screens.

SMILES	D2 antagonist	TRHR agonist	D1 antagonist	RXFP1 antagonist	D1 ag	D2 agonist	TRHR PAM	D2 potentiator	D1 PAM
CCC(=O)Nc1nnc(SCc2cc(=O)c3cc(C)ccc3[nH]2)s1	x	0.3	-7	9	-1	0.7	2	10	-2
Oc1c(C(Nc2cccc(C(F)(F)F)c2)c2ccncc2)ccc2cccnc12 (stereo not drawn)	-10	-0.1	-9	-61*	5	0.5	0	-1	0
COc1cc(C(=O)N2CCN(C)CC2)cc(OC)c1OC	-7	0.0	-17	-1	3	0.9	1	0	-3
COc1ccc(CCNC(=O)C2CCN(S(=O)(=O)c3cccs3)CC2)cc1OC	10	-0.5	23	-1	5	0.1	0	-1	-4
CCCN1CCN(C(=O)Cn2c(-c3cccs3)cc3ccccc32)CC1	x	0.1	4	-3	-1	x	4	-5	1
Cc1ccc(C(C)NC(=O)c2ccncc2)c(C)c1 (stereo not drawn)	0	0.2	-2	8	2	-0.5	1	-6	0
OC(c1cc(C(F)(F)F)nc2c(Cl)cc(Cl)cc12)C1CCCCN1 (stereo not drawn)	9	5.2	26	-30	32*	3.1	20	8	14
COc1ccccc1CCC(=O)Nc1ccc(S(=O)(=O)Nc2nccs2)cc1	-12	0.1	-9	-3	4	0.2	-2	-2	-12
CC1(C)CN2C(=S)N(c3ccccc3)C(c3ccccc3)N2C1 (stereo not drawn)	7	0.1	3	1	1	-0.2	-1	-11	2
CCOc1ccc(NC(=S)N(CCc2c(C)[nH]c3ccc(C)cc23)Cc2cccnc2)cc1	-10	-0.4	27	x	-2	-0.2	2	7	-2
CS(=O)(=O)N1CCC(C(=O)Nc2ccc(F)cc2F)CC1	5	0.5	-2	15	-2	-0.2	3	1	0
CCCC1(C(=O)OCC)NC(c2ccc(O)cc2)C2C(=O)N(c3ccc4c(c3)OCCO4)C(=O)C21 (stereo not drawn)	17	0.7	-3	-16	4	-0.1	0	-6	-1
COC(=O)c1ccccc1OCc1cccc(C)n1	x	-0.5	7	-8	-1	x	3	x	3
CCn1c(=O)cc(SCC(=O)N2CCOCC2)c2ccccc21	-10	-1.4	14	19	-2	-1.4	-1	8	2
O=C(CCN1C(=O)/C(=C/C=C/c2ccccc2)SC1=S)Nc1cccnc1	x	0.2	-4	-16	1	x	-1	7	0
CSc1nnc(-c2sc3cc(Cl)ccc3c2Cl)n1C	11	-0.3	3	-11	0	-1.4	14	-5	-2
CC(C)c1cc(=O)n2[nH]c(SCc3ccc(Cl)cc3)nc2n1	-19	0.4	-9	1	2	-0.6	7	-1	-6
CC(C)(C)c1ccccc1NC(=O)c1ccco1	-14	1.0	-3	0	2	-0.7	-2	5	-1
Cc1ccc(CN(C(=O)COc2ccccc2[N+](=O)[O-])c2ccccn2)cc1	x	-0.6	-8	x	-1	x	-4	-27	-1
CCC(C)(C(=O)NC1CCCCC1)N(C(=O)Cc1cccs1)c1ccccc1 (stereo not drawn)	8	-0.2	-3	2	4	1.3	-12	-3	3
CCN(CC(=O)Nc1ccc(NC(C)=O)cc1)C(=O)c1c(-c2c(F)cccc2Cl)noc1C	x	2.1	-2	-13	23	x	4	x	-12
Cc1ccc(-c2csc(N(Cc3ccco3)C(=O)c3cccs3)n2)cc1	-14	2.1	-4	-6	9	0.9	7	9	-2
COC(=O)c1cc(C(=O)OCC(=O)N(C)c2ccccc2)cc([N+](=O)[O-])c1	-6	-0.7	5	3	4	-1.3	-1	-14	-9
NC1=NS(=O)(=O)NC1c1cccc(F)c1 (stereo not drawn)	2	4.4	2	0	2	-0.1	-5	-1	-10
Cc1cc(=O)[nH]c(Nc2ccccc2C)n1	2	-0.8	5	0	4	-1.4	8	4	7
Fc1ccc(COc2ccc(/C=N/n3cnnc3)cc2)cc1	3	-0.2	0	u	0	0.7	-3	-3	-4
CCOC(=O)c1oc2cc(OCC(N)=O)ccc2c(=O)c1-c1ccc(OC)c(OC)c1	-7&9	0.3&-0.3	-6&-9	9	0&0	-0.1&2.1	-5&8	2&-6	-7&-5
N#C/C(=C/c1ccc(O)c(O)c1)C(=O)NCc1ccc(Cl)cc1	0	-1.6	-33*	-18	79*	0.8	8	0	x
Cc1ccc(-c2cc(C(=O)Nc3ccc(S(=O)(=O)N4CC(C)OC(C)C4)cc3)[nH]n2)c(O)c1 (stereo not drawn)	2	1.1	-24	-4	5	1.1	-5	-9	-9
CCOC(=O)C1=C(N)N(c2cc(S(=O)(=O)N3CCOCC3)ccc2Cl)C(=O)C1	3	0.4	14	5	3	0.4	0	1	3

Copied from above for reference:
SMILES	D2 antagonist	TRHR agonist	D1 antagonist	RXFP1 antagonist	D1 ag	D2 agonist	TRHR PAM	D2 potentiator	D1 PAM
Cc1ccc(-c2cc(C(=O)Nc3ccc(S(=O)(=O)N4CC(C)OC(C)C4)cc3)[nH]n2)c(O)c1 (stereo not drawn)	2	1.1	-24	-4	5	1.1	-5	-9	-9
CCOC(=O)C1=C(N)N(c2cc(S(=O)(=O)N3CCOCC3)ccc2Cl)C(=O)C1	3	0.4	14	5	3	0.4	0	1	3

More records:
SMILES	D2 antagonist	TRHR agonist	D1 antagonist	RXFP1 antagonist	D1 ag	D2 agonist	TRHR PAM	D2 potentiator	D1 PAM
COc1ccc(CCNC(=O)C(=O)NCC2OCCN2S(=O)(=O)c2ccc(C)cc2)cc1OC (stereo not drawn)	-7	-0.8	-8	6	9	11	4	10	-9
O=C(Nc1ccc(F)cc1)N1CCOCC1	-18	0.4	-6	0	2	-0.5	11	-7	-4
C=CCC(C#N)(c1ccc(OC)c(OC)c1)c1cnccn1 (stereo not drawn)	6	0.0	1	x	-1	-0.1	-1	5	-6
Cc1ccc(NC2SC(=O)N(Cc3cccc(C(=O)O)c3)C2=O)c(C)c1 (stereo not drawn)	0	-0.2	8	-22	1	-0.7	1	-6	-4
O=C(NC1CCCCC1)c1ccccc1NC(=O)C1CC(=O)N(c2ccc(Cl)cc2)C1 (stereo not drawn)	-28	-0.4	-8	4	3	-1.6	4	6	1
CN(C)c1cccc(C(=O)OCc2cc(=O)oc3cc(O)ccc23)c1	-10	-0.4	15	u	1	-0.3	3	11	0
O=C(c1cc(-c2cccs2)nc2ccccc12)N1CCN(c2ccccc2O)CC1	-1	0.3	-11	-23	6	4.7	-1	-1	2
CC1CCC/C(=N/Nc2nc3ccccc3s2)C1 (stereo not drawn)	-3	-0.2	18	-20	2	-0.9	8	5	-3
O=C(Cc1ccc(Cl)cc1)NCC(=O)N1CCN(Cc2ccccc2)CC1	14	-0.8	9	-2	0	0.1	18	10	-5
CCn1c(CC(=O)Nc2ccc(C)cc2)nnc1SCC(=O)Nc1nc(C)cs1	-6	-1.4	35	-11	4	-0.6	1	7	-1
CN1CCC(=O)N([C@H](CSc2ccccc2)Cc2ccccc2)CC1	-3	0.1	-2	x	0	0.4	-15	-11	1
COc1ccc(C(=O)NCCS(=O)(=O)N2CCOCC2)cc1	-25	0.0	14	2	2	1.0	3	-6	-2
COC(=O)C(C(=O)OC)=C(/C=C/C=C/N(C)C)N(C)C	-11	-0.5	2	-4	18	0.4	10	19	-7
OCCN(CC#CCC(O)(c1ccccc1)C1CCCC1)CCO (stereo not drawn)	9	0.4	9	14	0	1.2	-2	-8	-5
COc1ccc(N2CC(C(=O)Nc3nnc(C4CCCCC4)s3)CC2=O)cc1 (stereo not drawn)	2	0.7	3	-3	1	1.2	1	0	7

Compound profiles, as listed above. Values in the order: D2 antagonist	TRHR agonist	D1 antagonist	RXFP1 antagonist	D1 ag	D2 agonist	TRHR PAM	D2 potentiator	D1 PAM
COc1ccc(N2CC(C(=O)Nc3nnc(C4CCCCC4)s3)CC2=O)cc1 (stereo not drawn) is listed with 2	0.7	3	-3	1	1.2	1	0	7
O=C(c1cc(-c2cccs2)nc2ccccc12)N1CCN(c2ccccc2O)CC1 is listed with -1	0.3	-11	-23	6	4.7	-1	-1	2
O=C(Nc1ccc(F)cc1)N1CCOCC1 is listed with -18	0.4	-6	0	2	-0.5	11	-7	-4
NC1=NS(=O)(=O)NC1c1cccc(F)c1 (stereo not drawn) is listed with 2	4.4	2	0	2	-0.1	-5	-1	-10
Cc1ccc(CN(C(=O)COc2ccccc2[N+](=O)[O-])c2ccccn2)cc1 is listed with x	-0.6	-8	x	-1	x	-4	-27	-1

Other entries
SMILES	D2 antagonist	TRHR agonist	D1 antagonist	RXFP1 antagonist	D1 ag	D2 agonist	TRHR PAM	D2 potentiator	D1 PAM
Cc1nn(Cc2c(F)c(F)c(F)c(F)c2F)c(C)c1NC(=O)c1ccnn1C	-9	-0.3	10	5	3	-0.2	0	2	-2
O=C(c1cc(S(=O)(=O)N2CCCCC2)ccc1N1CCOCC1)N1CCN(Cc2ccccc2)CC1	5	-0.6	-13	-1	0	4.3	-2	-11	2
Cc1ccc(-c2nn(-c3ccc(F)cc3)cc2C(=O)N(C)CC(=O)Nc2ccc(N3CCOCC3)cc2)cc1	-13	-0.2	6	-14	3	-1.0	-3	-18	-4
Cn1nc(C(=O)OCC(=O)Nc2ccc3ccccc3c2)c2ccccc2c1=O	9	-1.0	7	-11	7	1.1	-6	-7	15
CCOC(=O)c1ccc(OCC2c3cc(OC)c(OC)cc3CCN2C(=O)Cc2ccc(F)cc2)cc1 (stereo not drawn)	x	0.9	13	x	5	-0.7	-3	-2	-2
O=C(NCCc1ccc(Cl)cc1)c1cc(-c2ccccc2)n[nH]1	x	-0.6	-31*	-25	1	0.6	20	-9	2
